High-throughput results from PubChem BioAssay.
SIRT5 inh: sirtuin-5 (human) deacylase inhibition. Q9NXA8. Purified SirT5, succinyl-peptide AMC, trypsin-coupled fluorescence. inhibition, % at 15 µM. 330,000 compounds, 1.1% hits. AID 652115; in the data active = inhibition above about 15%; inconclusive = no clear call, values can overlap the other calls
Target sequence (Q9NXA8 whole entry, looked up): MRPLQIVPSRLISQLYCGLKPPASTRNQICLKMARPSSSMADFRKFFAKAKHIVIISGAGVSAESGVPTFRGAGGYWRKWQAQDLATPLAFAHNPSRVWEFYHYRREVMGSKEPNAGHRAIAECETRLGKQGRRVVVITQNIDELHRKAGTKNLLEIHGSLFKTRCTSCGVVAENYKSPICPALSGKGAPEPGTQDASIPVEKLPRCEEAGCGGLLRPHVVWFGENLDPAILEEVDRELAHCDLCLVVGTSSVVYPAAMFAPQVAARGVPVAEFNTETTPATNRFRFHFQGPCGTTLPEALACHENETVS
ERp5 inh: blocks human ERp5 reductase activity on insulin; Q15084; ERp5 insulin aggregation, absorbance 650 nm, 90 min; inhibition, % at 9.99 µM; 350,000 compounds, 0.05% hits; AID 651711;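 active = mean replicate inhibition above about 25%, with every replicate also reaching it, limit read from the data, passing the limit was not always enough; inconclusive = only one of those two criteria met; inactive = neither criterion met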
Target sequence (Q15084 whole entry, looked up): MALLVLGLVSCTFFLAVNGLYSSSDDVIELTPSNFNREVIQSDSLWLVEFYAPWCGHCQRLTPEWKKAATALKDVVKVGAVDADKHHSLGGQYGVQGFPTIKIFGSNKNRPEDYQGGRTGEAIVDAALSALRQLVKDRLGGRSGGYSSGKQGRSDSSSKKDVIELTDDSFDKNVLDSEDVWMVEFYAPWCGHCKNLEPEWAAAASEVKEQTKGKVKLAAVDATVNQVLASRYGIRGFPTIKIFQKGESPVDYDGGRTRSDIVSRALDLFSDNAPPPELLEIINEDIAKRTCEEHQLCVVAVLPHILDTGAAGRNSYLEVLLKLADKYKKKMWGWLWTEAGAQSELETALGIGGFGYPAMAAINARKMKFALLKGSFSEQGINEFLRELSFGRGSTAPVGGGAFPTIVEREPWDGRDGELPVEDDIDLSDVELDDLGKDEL
CASP6 VEID inh: caspase-6 (human) enzyme inhibition | inhibition, % at 12.5 µM | P55212 | 350,000 compounds, 0.53% hits | purified caspase-6, Z-VEID-R110 cleavage fluorescence | AID 686996;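 active = mean inhibition across replicates at least about 35%, with every replicate also reaching that limit, limit read from the data; inconclusive = only one of the two criteria met; inactive = neither criterion met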;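 note: 0% = median of neutral control wells and 100% = no fluorescence left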
F508del corr: CFTR F508del correction in bronchial cells. CFBE cells, YFP halide quenching; stimulated with forskolin plus potentiator P3; % fluorescence drop versus neutral controls. activity (quench increase), % at 7.58 µM. 350,000 compounds, 0.36% hits;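 active = mean added fluorescence quench of at least 8% versus neutral control, with both replicates also reaching 8%; inconclusive = only one of the mean or replicate conditions met; inactive = mean below 8% and not both replicates reaching 8%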;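 note: cells transiently co-express mutant CFTR-F508del with the halide-sensitive YFP; corrector assay measuring rescue of mutant channel to the surface after 24 h compound exposure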
ERAP1 inh: inhibitors of human ERAP1 aminopeptidase | 340,000 compounds, 0.15% hits | Q9NZ08 | inhibition, % at 10.7 µM | AID 652197 | recombinant ERAP1, Leu-AMC fluorescence, 60 min;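 active = mean replicate inhibition of at least 30%, or all replicates individually reaching that 30% level; inactive = mean below 30% and not every replicate reaching it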;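 note: 0% = neutral control wells and 100% = L-leucinethiol positive control wells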
DENV2 CPE rescue: DENV2-induced cell death inhibition; DENV2-infected cells, cytopathic effect rescue, plate reader; AID 651640; 350,000 compounds, 1.7% hits; CPE inhibition, % at 9.99 µM; in the data active = CPE inhibition above about 20%, passing the limit was not always enough; inconclusive = no clear call, values can overlap the other calls; tested in BHK-21 cells;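 note: 0% = median of neutral control wells and 100% = median of positive control wells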
miR-122 sensor: inhibitors of miR-122 in Huh7 cells | Huh7 miR-122 Renilla luciferase sensor, 48 h; neutral wells = 0, positive control = 100 | activation (reporter increase), % at 12.5 µM | 340,000 compounds, 0.3% hits;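 active = mean replicate activation score at least 90 and every replicate individually at or above 90; inconclusive = only one of the two criteria met; inactive = neither criterion met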;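 note: higher luciferase means less miR-122 activity so hits act as miR-122 inhibitors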
* hit, by the source's call; ? = inconclusive; / = no result given; & = joins results of further samples; [ ] = remark or other dose.

canonical_smiles	ERAP1 inh	CASP6 VEID inh	ERp5 inh	F508del corr	miR-122 sensor	SIRT5 inh	DENV2 CPE rescue
O=C(C[C@@H]1C=C[C@@H](NC(=O)c2cccnc2)[C@@H](CO)O1)NCc1ccncn1	/	2	-3	1.0	/	-5	6
C=CCn1ccc(=O)nc1SC	-4	-3	5	-3.6	-6	-6	-2
CC(NC(=O)CNC(=O)c1ccc2c(c1)OCO2)c1ccc(S(N)(=O)=O)cc1 (configuration not stated)	-3	-1	4	2.6	/	-1	13
CCCC(C)NC(=O)C1CC(=O)N(CCc2ccc(F)cc2)C1 (configuration not stated)	1	1	-6	0.3	-4	10	-4
CCCN(C)C[C@H]1Oc2ncc(C#CCC(C)C)cc2C(=O)N([C@H](C)CO)C[C@@H]1C	-1	2	12	1.9	3[16.7 µM]	-1	-1
Cc1noc(C)c1NC(=O)N(C)C[C@H]1OCCCC[C@H](C)Oc2ccc(NS(=O)(=O)c3ccc(Cl)cc3)cc2C(=O)N([C@H](C)CO)C[C@@H]1C	-5	1	-4	-2.0	5[16.7 µM]	3	16
CNC[C@@H]1Oc2ccc(NC(=O)Cn3cnnn3)cc2C(=O)N([C@H](C)CO)C[C@@H]1C	-2	-13	-9	-2.2	-6[16.7 µM]	1	6
COc1ccc(N2CCN(CC(=O)Nc3cc(C)cc(C)c3)CC2)cc1	-4	3	7	0.5	-2	-3	13
CC(C)(C)c1cccc(Cn2nnc3ccccc32)c1O	/	1	2	-0.1	/	/	-7
CC(=O)N1CCN(C(=O)COC(=O)/C=C/c2ccccc2[N+](=O)[O-])CC1	3	2	-2	-3.0	-8	-2	?
OC(c1nc2ccc(F)cc2[nH]1)C(O)c1nc2ccc(F)cc2[nH]1 (configuration not stated)	-2	6	-5	0.6	-4	-5	-1
CC(=O)Nc1ccc(S(=O)(=O)NCCC(=O)NCCCc2ccccc2)cc1	1	1	-20	-4.2	-3	0	1
NCCCC[C@H](NC(=O)C1CCNCC1)c1nnc([C@@H](N)CO)o1	-2	-207	-1	-2.6	10	0	0
NNC(=O)[C@H]1C[C@@H]1c1ccccc1	-4	0	6	4.3	/	-8	1
COc1ccc(-c2cnc3c(c2)C(=O)N([C@H](C)CO)C[C@@H](C)[C@@H](CN(C)Cc2ccc(C(=O)O)cc2)O3)cc1	-1	-1	7	1.7	-1[16.7 µM]	-2	?
Cc1noc(C)c1S(=O)(=O)Nc1ccc2c(c1)CC(=O)N([C@@H](C)CO)C[C@H](C)[C@H](CN(C)CC1CC1)O2	2	0	3	-0.1	6[16.7 µM]	2	-6
CC(c1ccncn1)N(C)Cc1nc(-c2ccc(C(F)(F)F)cc2)no1 (configuration not stated)	7	1	0	-1.0	-1	1	-4
COc1ccc(S(=O)(=O)N2CCOC23CCN(C(=O)c2c(F)cccc2Cl)CC3)cc1	2	2	-2	0.4	1	10	-5
C[C@H](CO)N1C[C@H](C)[C@@H](CN(C)CC2CC2)OCc2ccccc2-c2ccccc2C1=O	-2	-2	6	-1.7	/	-2	?
O=C(NCC[C@@H]1CC[C@@H](NC(=O)C2CC2)[C@H](CO)O1)Nc1ccc(Cl)cc1	-1	1	-4	2.3	/	4	-2
O=C(COC(=O)c1cc2ccccc2o1)NCc1ccco1	0	3	-3	-2.3	/	-1	1
O=C(NCCO)c1cccc(-c2cccc3nncn23)c1	2	19	2	-2.7	-1	/	-4
O=C(Cc1ccc([N+](=O)[O-])cc1)Nc1nccs1	2	-2	/	-2.0	-4	-5	10
CC(=O)N1CCC(C(=O)Nc2cc(C)cc(C)c2)CC1	-3	-2	4	-2.0	12	-1	-1
COc1ccc(NC(=O)Nc2ccc3c(c2)CC(=O)N([C@@H](C)CO)C[C@@H](C)[C@H](CN(C)Cc2ccc4c(c2)OCO4)O3)cc1	-1	7	1	0.9	-6[16.7 µM]	3	0
C/C(CC(=O)Nc1ccc2c(c1)OCCO2)=N\NC(=O)c1ccccc1F	-2	-3	-2	0.3	-1	2	-4
CC(Oc1cccc(Cl)c1)C(=O)N1CCN(c2ncccn2)CC1 (configuration not stated)	0	1	-3	-2.0	/	0	-4
O=C(O)C[C@H]1C[C@@H]2c3cc(NS(=O)(=O)c4ccc(F)cc4)ccc3O[C@@H]2[C@H](CO)O1	0	1	-9	-2.4	0[16.7 µM]	1	3
CN1CCCCN2[C@H](CO)[C@@H](c3ccc(-c4ccc(F)cc4)cc3)[C@H]2C1	2	3	-3	-3.9	11[16.7 µM]	-1	20
CCOC(=O)C1(C)CCN1C(=O)c1ccccc1C (configuration not stated)	-8	-2	3	-1.4	3	1	-7
COc1ccc(CCNc2nc(-c3cccc(NC(C)=O)c3)cs2)cc1OC	0	0	-4	-0.3	/	-2	0
CCCNC(=O)N1[C@H](CNC(=O)c2ccc(F)cc2)[C@H](c2ccccc2)[C@@H]1CO	-2	2	9	0.7	-42[16.7 µM]	-6	13
CCCCC1OC2(C)OC(=N)C1(C#N)C(C#N)(C#N)C2c1ccccc1 (configuration not stated)	-21	1	1	-0.1	/	/	73*
O=C(CNC(=O)c1ccc(S(=O)(=O)N2CCCCC2)cc1)N/N=C/c1ccco1	5	10	-5	-0.7	/	7	-1
CCS(=O)(=O)Nc1ccc2c(c1)C(=O)N(C)C[C@H](OC)[C@@H](C)CN(Cc1nccs1)[C@@H](C)CO2	/	/	-3	-2.2	2[16.7 µM]	-4	7
COc1ccc(NC(=O)N(C)C[C@H]2Oc3ccc(NC(=O)Nc4ccc5c(c4)OCO5)cc3CC(=O)N([C@@H](C)CO)C[C@@H]2C)cc1	/	/	/	-0.7	4[16.7 µM]	/	-11
Cc1ccc(-c2nnc(-n3ncc(C#N)c3N)c3ccccc23)cc1C	-1	-1	4	/	/	-1	0
CN(C)CC(=O)Nc1ccc2c(c1)[C@H]1C[C@H](CC(=O)NCc3cc(F)ccc3F)O[C@@H](CO)[C@H]1O2	-2	0	2	-2.8	4[16.7 µM]	-4	2
COc1ccccc1S(=O)(=O)N[C@@H]1CC[C@@H](CCn2cc(C3CCCC3)nn2)O[C@@H]1CO	3	-1	5	0.8	/	-2	-1
CC=Cc1ccc2n(c1=O)C[C@@H]1[C@@H](CO)[C@H](C(=O)NCCc3ccccc3)N(C(=O)CC)[C@H]21 (mixture of isomers)	0	-1	1	1.3	3[16.7 µM]	-9	2

Quoted from the listing:
For CASP6 VEID inh, COc1ccc(NC(=O)Nc2ccc3c(c2)CC(=O)N([C@@H](C)CO)C[C@@H](C)[C@H](CN(C)Cc2ccc4c(c2)OCO4)O3)cc1 is entered as 7
For DENV2 CPE rescue, Cc1ccc(-c2nnc(-n3ncc(C#N)c3N)c3ccccc23)cc1C is entered as 0

(cont.)
canonical_smiles	ERAP1 inh	CASP6 VEID inh	ERp5 inh	F508del corr	miR-122 sensor	SIRT5 inh	DENV2 CPE rescue
COc1ccc2c3c(n(C)c2c1)[C@H](CO)N(Cc1ccccc1OC)CC31CCN(C)CC1	2	/	-2	2.6	/	/	1
CCc1ccc(NC(=O)C(=O)N/N=C(\C)CC(=O)NCc2ccc(Cl)cc2)cc1	-1	-1	4	-3.1	/	-7	-2
CCCNC(=O)C[C@@H]1C[C@@H]2c3cc(NC(=O)C4CCC4)ccc3O[C@@H]2[C@H](CO)O1	1	0	-1	-1.2	0[16.7 µM]	-4	-4
O=C1O[C@@H](c2ccccc2)C[C@@H](O)C(=O)CCCc2ccccc21	/	0	5	5.2	/	-4	-17
Cc1nc2c(C)cccn2c(=O)c1NC(=O)COc1ccccc1	-1	-7	-1	-1.0	-4	0	?
CC(C)[C@H](NC(=O)OCc1ccccc1)C(=O)OCC(=O)c1ccccc1	1	2	2	-0.8	-3	1	6
NC(=O)c1nnsc1-c1ccc(-c2snnc2C(N)=O)cc1	4	2	2	0.5	/	10	10
CC(=O)Nc1cccc(Oc2nc(NCC3CC3)nc3ccsc23)c1	-3	-2	-1	5.4	6	-1	-11
CCCN1[C@@H]2c3ccc(-c4ccc(F)cc4)c(=O)n3C[C@H]1[C@H](CO)[C@H]2C(=O)NCC	-5	1	2	-2.1	/	0	11
COc1ccc(-c2cn3c(C)c(C(=O)NC(C)(C)C)sc3n2)cc1	3	1	3	-0.1	20	0	9
COc1ccc(NS(=O)(=O)c2cc(-c3cnc(C4CC4)o3)ccc2C)cc1	0	4	6	5.2	293*	-7	2
CC(C)NC(=O)Nc1ccc2c(c1)C(=O)N([C@@H](C)CO)C[C@H](C)[C@H](CN(C)S(=O)(=O)c1ccccc1)OCCCC[C@H](C)O2	1&3	3&-3	4&-3	0.6&-2.3	0	-9&1	-10&2
CC(C)COC(=O)N(C)C[C@H]1OCc2ccccc2-c2c(n(C)c3ccccc23)C(=O)N([C@@H](C)CO)C[C@@H]1C	-1	6	-1	0.4	/	7	11
CC(=O)NCCNC(=O)c1ccc(-n2c(C)ccc2C)cc1	-2	2	-3	2.1	0	-6	-2
COc1ccccc1C(=O)N/N=C(\C)CC(=O)Nc1ccc2c(c1)OCCO2	-2	-1	1	2.2	1	4	-1
COc1c(Cl)c(=O)oc2ccc(Cl)cc12	0	-3	2	-3.2	/	2	-7
Cc1ccc(N(CC(=O)N2CCCCCC2)S(C)(=O)=O)cc1	-9	-5	0	-1.0	7	/	4
C[C@H]1CN([C@@H](C)CO)C(=O)c2cc(C#CC3(O)CCCC3)cnc2O[C@@H]1CN(C)C(=O)C1CCCCC1	-2	0	3	2.2	-5[16.7 µM]	0	0
COc1cc(O)c(C(CC(=O)N2CCCC(C)C2)c2cc(OC)c(OC)c(OC)c2)c(OC)c1 (configuration not stated)	4	-1	-2	-2.1	0	-2	62*
CN(C)C(=O)c1cccc(-c2ccc3n(c2=O)C[C@H]2N[C@@H]3[C@@H](C(=O)NC3CCC3)[C@@H]2CO)c1	0	-1	8	/	/	-48	-3
Cc1ccccc1C(=O)OC1CCCN(C)C1 (configuration not stated)	-3	2	4	-0.2	-4	0	-6
COc1ccc(N(C(=O)c2snc(C(N)=O)c2N)C(C(=O)NC2CCCC2)c2cc(OC)ccc2OC)cc1 (configuration not stated)	1	-3	1	-3.4	-8	-2	5
CCN(C(=O)COC(=O)CNC(=O)c1sc2ccccc2c1Cl)C1CCCCC1	3	3	0	-4.5	/	-3	-2
COC(=O)C(C)Sc1nnc(-c2ccncc2)o1 (configuration not stated)	0	2	2	/	-7	-13	/
CC(=O)c1c(N2CCN(C)CC2)nc(=S)n(-c2cc(C)ccc2C)c1C	-1	-38	0	2.2	/	1	2
CC(C)C[C@H](NC(=O)c1nc[nH]c1C(=O)N[C@@H](CCCCNC(=O)OC(C)(C)C)C(=O)OC(C)(C)C)C(=O)OC(C)(C)C	12	-3	6	-3.8	-5	1	-3
